# TPT1 inhibitor: Candida albicans TPT1 enzyme inhibitors, primary screen, biochemical, fluorescence polarization | tRNA 2'-phosphotransferase TPT1 (Candida albicans SC5314) | recombinant caTPT1, FP RNA substrate dephosphorylation | inhibition, % at 5 µM | 0.81% of 300,000 active | AID 1962, 2009;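 active = inhibition above the mean of all tested compounds plus 3 SD, set per screening campaign, cut at about 24% in these data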;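 also: plate controls were DMSO alone for no effect and ferristatin control at 100 nM for full effect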
# PME-1 inh: PME-1 inhibitors via competitive probe labeling, primary screen, biochemical, fluorescence polarization, FP-Rh probe, HTS; Protein phosphatase methylesterase 1 (Homo sapiens), Q9Y570; recombinant PME-1; inhibition, % at 5.9 µM; 0.53% of 320,000 active; AID 2130, 2009;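 active = inhibition above the campaign mean of all compounds plus 3 SD, cut at about 26% in these data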;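 also: competitive labeling of PME-1 active site by serine hydrolase directed probe; 0% = PME-1 with DMSO and 100% = wells lacking PME-1 enzyme; inhibitors block probe labeling so polarization falls and inhibition rises; many of its hits are not listed in these tables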
# GSTO1 inh: inhibitors of recombinant GSTO1, primary screen, counter-screen for RBBP9 inhibitor project, biochemical, fluorescence polarization; Glutathione S-transferase omega-1 (Homo sapiens), P78417; activity-based probe fluorescence polarization; inhibition, % at 5.96 µM; 1.1% of 300,000 active; AID 1974, 2009;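 active = inhibition above the campaign mean inhibition plus 3 SD, cut at about 35% in these data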;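 also: 0% = GSTO1-1 with DMSO and 100% = wells lacking GSTO1-1 enzyme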
# Fam108B counter: mouse Fam108B serine hydrolase inhibitors, primary screen, counter-screen for RBBP9 inhibitor project, biochemical, fluorescence polarization | recombinant Fam108B, FP-Rh probe fluorescence polarization | inhibition, % at 9.51 µM | 0.33% of 300,000 active;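 active = inhibition above the screen mean inhibition plus 3 SD, computed separately per campaign, cut at about 18% in these data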;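 also: inhibitors lower polarization as less probe binds the enzyme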
# Bcl-xL primary: inhibitors of human Bcl-xL, primary screen, biochemical, fluorescence polarization, HTS; Bcl-2-like protein 1 (Homo sapiens), Q07817; GST-Bcl-xL / FITC-Bim BH3 peptide fluorescence polarization; inhibition, % at 10.9 µM; 0.7% of 320,000 active;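 active = inhibition above the mean of all tested compounds plus 3 SD, cutoff set per campaign, cut at about 30% in these data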;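 also: 0% = DMSO wells and 100% = unlabeled Bim-BH3 peptide competitor; inhibitors lower millipolarization by displacing the labeled peptide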
# GLD-1 RNA inh: GLD-1/TGE RNA complex disruptors, primary screen, biochemical, fluorescence polarization. Female germline-specific tumor suppressor gld-1 (Caenorhabditis elegans), Q17339. purified GLD-1 + fluorescein TGE RNA. inhibition, % at 5.96 µM. 0.44% of 320,000 active. AID 2280, 2010;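 active = percent inhibition above a per-plate cutoff, the plate mean of test compounds plus 3 SD, cut at about 30% in these data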;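 also: 0% = DMSO wells with GLD-1 and probe and 100% = wells lacking GLD-1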
# PAD4 FP inh: human PAD4 inhibitors, primary screen, biochemical, fluorescence polarization, 1536-well format; Protein-arginine deiminase type-4 (Homo sapiens), Q9UM07; recombinant PAD4, RCA probe fluorescence polarization; inhibition, % at 6.36 µM; 0.41% of 330,000 active;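 active = percent inhibition above a cutoff equal to the mean of all tested compounds plus 3 SD, cut at about 15% in these data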;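 also: 0% = PAD4 with RCA probe and DMSO and 100% = probe without PAD4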
# Target sequence (Q9UM07 whole entry, looked up): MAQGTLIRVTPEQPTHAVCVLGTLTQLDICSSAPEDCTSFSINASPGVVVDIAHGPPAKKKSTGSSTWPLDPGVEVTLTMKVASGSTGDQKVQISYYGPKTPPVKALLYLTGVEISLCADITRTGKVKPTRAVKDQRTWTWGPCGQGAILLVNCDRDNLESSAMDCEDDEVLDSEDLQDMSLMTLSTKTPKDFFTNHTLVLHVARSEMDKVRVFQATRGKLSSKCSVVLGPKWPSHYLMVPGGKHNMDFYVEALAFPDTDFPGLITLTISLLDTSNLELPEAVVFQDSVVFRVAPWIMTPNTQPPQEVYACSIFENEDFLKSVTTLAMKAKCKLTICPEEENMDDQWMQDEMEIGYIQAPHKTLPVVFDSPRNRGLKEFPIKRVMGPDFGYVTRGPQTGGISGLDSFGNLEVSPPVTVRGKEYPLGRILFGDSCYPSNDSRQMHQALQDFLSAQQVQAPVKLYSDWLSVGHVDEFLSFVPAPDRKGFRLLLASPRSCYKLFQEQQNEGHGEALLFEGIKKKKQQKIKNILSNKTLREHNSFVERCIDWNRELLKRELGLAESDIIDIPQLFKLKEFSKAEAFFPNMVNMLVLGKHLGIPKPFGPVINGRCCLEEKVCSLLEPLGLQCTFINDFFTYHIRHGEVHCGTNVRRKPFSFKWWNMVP
# MEX-5 binding: MEX-5 zinc finger RNA-binding disruptors – biochemical, C. elegans, fluorescence polarization, MLPCN library, primary screen; MEX-5/FITC-TCR2 RNA binding; hits give low values; 0.38% of 300,000 active; activity score (negative = inhibition of binding), % at 10 µM; AID 1832, 2009;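 active = inhibition past about -25% in most replicates, and total fluorescence under double the plate's negative control median, limit read from the data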;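 also: 0% = DMSO and -100% = 5 µM competing unlabeled TCR2 RNA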
# MCL1-BIM inh: inhibitors of MCL1 binding to BIM-BH3, primary screen, biochemical, fluorescence polarization; Induced myeloid leukemia cell differentiation protein Mcl-1 (Homo sapiens), Q07820; GST-MCL1 / FITC-Bim-BH3 fluorescence polarization; inhibition, % at 10.9 µM; 0.68% of 320,000 active; AID 2057, 2009;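 active = inhibition above the mean inhibition of all tested compounds plus 3 SD, set per campaign, cut at about 40% in these data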;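 also: 0% = DMSO wells and 100% = unlabeled Bim-BH3 peptide control; higher means more loss of mP so more displacement of Bim peptide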
# Target sequence (Q07820 whole entry, looked up): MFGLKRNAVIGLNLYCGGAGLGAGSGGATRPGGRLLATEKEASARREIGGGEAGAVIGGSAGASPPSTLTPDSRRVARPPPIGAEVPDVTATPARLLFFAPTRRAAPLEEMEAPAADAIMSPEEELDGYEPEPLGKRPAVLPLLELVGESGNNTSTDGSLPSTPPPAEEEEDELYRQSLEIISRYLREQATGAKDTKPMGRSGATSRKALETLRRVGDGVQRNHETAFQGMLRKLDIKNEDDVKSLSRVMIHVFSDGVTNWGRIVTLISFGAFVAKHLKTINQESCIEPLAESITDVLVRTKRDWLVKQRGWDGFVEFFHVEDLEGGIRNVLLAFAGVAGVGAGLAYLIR
# Numbers without * were called inactive; · = not tested or not shown.
SMILES,TPT1 inhibitor,PME-1 inh,GSTO1 inh,Fam108B counter,Bcl-xL primary,GLD-1 RNA inh,PAD4 FP inh,MEX-5 binding,MCL1-BIM inh
O=S(=O)(c1ccccc1)N1CCN(S(=O)(=O)c2ccc(F)cc2)CC1,0,6,-1,2,4,5,-2,-1.8,-1
CCC(=O)Nc1cccc(C2=NOC3(C2)C[C@H](C(N)=O)N(C(=O)CC#N)C3)c1 (stereo partly drawn),-5,5,4,5,11,2,1,0.3,12
O=S(=O)(c1ccccc1)N1CCN=C1SCc1cccnc1,-2,3,14,0,1,5,-7,2.9,17
COc1ccc(NC(=O)CN(C)C(=O)c2cnc(Cl)c(Cl)c2)cc1,-2,3,2,1,-7,-9,-5,-1.8,-13
CN1C(=O)N(C)c2ccc(C=O)c3cccc1c23,-61,0,-2,-2,72*,40*,-1,-18,73*
Cc1ccc2oc(=O)c(/C=C(\O)c3sc(C)nc3C)nc2c1,0,1,5,6,-4,1,-4,·,-14
C=CCOc1ccccc1CN(CCc1ccccc1)C(=O)c1cccc(S(C)(=O)=O)c1,1,10,3,-3,6,-5,-1,-2.6,4
O=C(CN(c1cc(C(F)(F)F)ccc1Cl)S(=O)(=O)c1ccccc1)NCc1cccnc1,-3,4,-1,-1,0,10,1,0.1,-4
CC(c1nnc(SCC(=O)NC(=O)NCc2ccco2)n1-c1ccc(Cl)cc1)N(C)C (stereo not drawn),0,-6,-3,0,-5,-3,-1,-0.6,-7
CCc1ccc(-c2nc(CS(=O)CC(=O)NCCCN3CCC(C)CC3)c(C)o2)cc1 (stereo not drawn),2,-6,-4,0,-7,-4,4,-1.8,0
CCOCCCNc1nc2c(c(=O)[nH]c(=O)n2C)n1CCCc1ccccc1,-3,8,-1,1,2,3,3,-0.2,-4
O=C(CCl)NC1CCCc2ccccc21 (stereo not drawn),-3,-9,72*,4,2,6,7,-0.1,6
O=C1C(=O)N(Cc2cccnc2)C(c2ccccn2)/C1=C(/O)c1ccc(Br)cc1 (stereo not drawn),2,-3,9,0,0,3,-3,0.7,1
C=C1CCN([C@@H](CC(C)C)C(=O)Nc2nc3ccc(Cl)cc3s2)S(=O)(=O)c2ccccc21,-1,-24,-1,-14,4,-3,0,-4.9,10
CC1=C(C(=O)OCc2ccccc2)C(/C=C/c2ccccc2)N2C(=O)CCSC2=N1 (stereo not drawn),-4,1,-4,-8,1,8,-6,0.5,-2
N#CC1=C(N)Oc2nc[nH]c(=O)c2C1c1cccs1 (stereo not drawn),-1,2,-3,-8,-3,1,-8,1.3,-7
COc1ccc(NC(=O)CN(C)C(=O)C(C)N2C(=O)c3ccccc3C2=O)cc1 (stereo not drawn),-2,3,10,6,-11,1,-2,-0.1,-12
CCCc1nnc(SCC(=O)Nc2cccc(C(F)(F)F)c2)o1,-1,-2,-2,-2,-1,-5,2,2.4,-3
COc1ccccc1N1CCN(/N=C\c2ccccc2)CC1,1,2,6,2,1,-2,-4,1.1,-1
Cc1ccccc1S(=O)(=O)c1c(C)cc(C)n(C)c1=O,3,-1,1,4,9,-3,-5,-1.8,8
COc1cc2c(cc1OC)C(C)N(CCN1C(=O)c3ccccc3C1=O)CC2 (stereo not drawn),1,-5,0,-2,1,8,-1,-0.1,-7
COc1ccc(CCNC(=O)c2cc3c(=O)n(C)c4ccccc4c3n2C)cc1OC,-3,5,2,0,-1,-2,-4,-0.5,-1
Cn1cnc2c(NCc3ccco3)ncnc21,-1,1,-2,0,1,7,-1,0.1,1
CCN1CCN(C(=O)N(c2ccccc2)c2ccccc2)CC1,-3,-5,8,1,4,1,0,1.9,6
Cc1[nH]cnc1CN1CCc2c(c3ccccc3n2C)C1=O,2,2,7,5,6,0,-4,-0.9,3
CS(=O)(=O)N1CCN(C(=O)NC2CCCCC2)CC1,1,-6,-8,-2,-4,3,1,1.4,-3
CC1CCN(CCCCOc2ccccc2-c2ccccc2)CC1,-2,0,2,-1,7,9,3,-2.1,1
C=CCn1c(Cc2cccs2)nnc1SCC(=O)Nc1cccc(OC)c1,0,7,-3,-2,2,-4,2,1.2,3
COc1ccc(CCn2c(=O)c3cccnc3n(Cc3cccc([N+](=O)[O-])c3)c2=O)cc1OC,-1,-1,-5,0,5,2,-2,1.7,9
CC(=O)Nc1ccc(C)cc1NC(C)=O,-1,-2,5,-1,5,3,-5,·,5

# The closing 2 records of the part above open the next one:
SMILES,TPT1 inhibitor,PME-1 inh,GSTO1 inh,Fam108B counter,Bcl-xL primary,GLD-1 RNA inh,PAD4 FP inh,MEX-5 binding,MCL1-BIM inh
COc1ccc(CCn2c(=O)c3cccnc3n(Cc3cccc([N+](=O)[O-])c3)c2=O)cc1OC,-1,-1,-5,0,5,2,-2,1.7,9
CC(=O)Nc1ccc(C)cc1NC(C)=O,-1,-2,5,-1,5,3,-5,·,5
COC(=O)CC(NC(=O)c1ccco1)c1cccc2ccccc12 (stereo not drawn),-3,-4,-4,0,1,2,5,-0.2,-1
Cn1c(SCC(=O)NC2CC2)nnc1-c1cccs1,-5,8,0,1,6,7,-2,0.9,4
O=C(Nc1ccc(F)cc1)c1ccccc1F,3,-8,-6,-2,5,-1,-3,0.1,3
O=C(O)c1ccccc1SCC(=O)N1c2ccccc2Sc2ccccc21,-2,-2,-8,3,5,-1,-3,-0.1,3
COCC(C)n1c(SCC(=O)N2CC(=O)Nc3ccccc32)nc2ccccc2c1=O (stereo not drawn),·,-1,·,·,4,2,1,·,6
Cc1ccc2nc3n(c(=O)c2c1)-c1ccccc1C(=O)NC3Cc1ccccc1 (stereo not drawn),·,0,·,·,1,6,2,·,7
CCC(C)NC(=O)c1ccc(NC(=O)C2=C(C)OCCS2)cc1 (stereo not drawn),-3,-5,0,-2,5,3,3,-0.8,7
CCc1nnc(NC(=O)CSc2nc(C)c3c(c2C#N)CCCC3)s1,2,33*,14,5,4,-2,0,1.7,3
COC(=O)c1ccccc1NC(=O)c1ccco1,0,1,6,-2,12,5,-5,·,-1
O=C(Nc1ccon1)c1ccc2c(c1)OCO2,2,1,-5,2,3,-18,0,-0.3,0
O=C(NCCN1CCOCC1)c1ccc2c(c1)N(Cc1ccccc1F)C(=O)c1ccccc1S2(=O)=O,-2,-7,4,0,3,9,2,-1.9,4
COc1ccc(Oc2ncccc2[N+](=O)[O-])cc1,-5,6,9,1,16,14,3,-0.6,10
CC1=NN(c2ccccc2)C(=O)/C1=C/N(C)C,-2,1,8,-4,2,0,-10,1.1,1
Cc1c([N+](=O)[O-])c([N+](=O)[O-])nn1CC(=O)N1CCOCC1,-5,-6,4,4,3,-4,-2,-0.6,6
CCOC(=O)N1CCN(c2ccc(C(C)=O)cc2F)CC1,-3,-5,-2,1,-1,3,1,-2.1,3
CCOC(=O)c1csc(NC(=O)CSc2nnnn2-c2cccc(OC)c2)n1,-2,3,-4,-3,7,7,2,-1.2,-2
CCCCCOP(=O)(c1ccccc1)c1ccccc1,-4,6,-5,-3,1,-5,-2,2.2,-8
CCc1ccc(C(=O)Nc2nnn(CC)n2)cc1,-4,-3,8,0,0,0,-5,-0.6,4
COCCN(C(=O)CSc1nnc(Nc2ccccc2F)s1)c1c(N)n(Cc2ccccc2)c(=O)[nH]c1=O,-2,2,-1,2,-8,12,4,0.7,-6
Cc1onc(-c2ccccc2)c1C(=O)N/N=C/c1c[nH]c2ccccc12,2,7,-1,0,-3,0,-12,2.6,-7
COCc1nn2c(N)c(-c3ccccc3)cnc2c1-c1ccccc1,1,1,1,-8,-1,-2,5,-1.1,-9
CCOc1ccc(-c2nc3n(c(=O)c2C#N)CCCS3)cc1,2,-4,-7,-8,0,7,-1,-9.3,-8
CC(C)NC(NC(=O)/C=C/c1ccccc1)C(Cl)(Cl)Cl (stereo not drawn),-1,-3,-9,-4,1,6,-4,1.3,-6
CCOC(=O)N1CCC(NC(=O)C(C)n2c3ccccc3c3cnn(C)c(=O)c32)CC1 (stereo not drawn),5,-3,7,-6,5,2,-4,-0.3,0
COC(=O)C(CO)Nc1ncnc2onc(-c3ccc(F)cc3)c12 (stereo not drawn),-1,-5,-4,-9,-2,0,-6,-0.4,-3
Cc1ccc(CNC(=O)c2cc(-c3ccccc3)n(Cc3cc(C)no3)n2)cc1,-3,1,-4,-1,6,-5,0,·,2
CCOC(=O)C1CCN(CCC(=O)Nc2cc(C)ccc2C)CC1,-1,2,8,3,6,0,3,0.8,19
COCCN(CCOC)c1nc(-c2ccc(Cl)cc2)nc2ccccc12,1,-7,-3,0,-3,7,2,-0.4,2
CCNC(=O)NC(=O)C(C)OC(=O)c1oc2ccc(OCC)cc2c1C (stereo not drawn),-5,0,0,2,3,4,2,1.3,4
COc1ccccc1/C(C)=N/NC(=S)NCc1ccccc1,1,4,2,9,3,-2,-3,2.2,11
CC(c1ccco1)N(C(=O)c1ccc(F)cc1)c1ccccn1 (stereo not drawn),-1,-5,9,3,3,7,4,1.5,-6
COc1ccc(/C=N/NC2=NCCCCC2)c(OC)c1,3,8,-1,5,-1,4,-5,·,-2
CCCCNC(=O)c1cn(C)c2ccc(S(=O)(=O)N3CCCC3)cc2c1=O,-1,0,6,2,6,6,4,-0.5,8
CCCCN(C)C(=O)c1nc2ccccn2c1CN(C)Cc1csc(C)n1,1,-4,7,-3,-3,2,-1,2.1,3
Cc1cc(C(F)(F)F)c(C#N)c(Sc2ccccc2)n1,-3,4,8,-6,2,4,-4,-2.4,4
CN1CCN(C(=O)c2ccc(F)c(F)c2)CC1,-1,-2,3,5,3,9,7,0.6,7
CC(=O)Nc1cccc(NC(=O)c2cc(-c3cccnc3)nc3ccc(Br)cc23)c1,-1,-14,-16,-10,4,-5,0,1.7,2
O=C(O)/C=C/C(=O)NNc1ncnc2ccccc12,-1,10,4,1,-1,4,2,-20,2
CN(Cc1ccccc1)C(=O)C1CCN(S(=O)(=O)c2ccc(-n3cnnn3)cc2)CC1,-2,0,-1,3,1,6,-3,2.3,0
O=C(N/N=C\c1cn[nH]c1-c1ccccc1)c1ccc([N+](=O)[O-])cc1,-2,4,0,3,1,2,-2,1.7,2
COc1cc(C(c2sc3nc(C)nn3c2O)N2CCOCC2)cc(OC)c1OC (stereo not drawn),-3,-3,1,-3,4,-5,4,0.3,-1
COc1ccc(OCCn2cnc(Cl)c2Cl)cc1,-3,-2,7,5,3,-2,-4,0.1,3
O=C(CN1C(=O)c2ccccc2S1(=O)=O)c1ccc(OC(F)F)cc1,-3,1,-4,0,2,-4,-6,4.2,-3
O=C(COc1ccccc1)N1CCc2ccccc21,-5,2,8,-1,4,4,1,1.3,11
COc1ccc(N2CCN(C(=O)c3c(Cl)cnn3C)CC2)cc1,-3,2,-1,-2,0,2,-2,-1.4,-9
Cc1cc(NC(=O)CSc2nnc3ccccn23)no1,-2,-6,0,-3,4,0,-2,-1.7,8

# Assay outcomes deposited in PubChem by several laboratories.

# This is a subset. The share of hits here may be higher or lower than overall.
